LYPLA1 inh = counter-screen for PME1 inhibitors: inhibitors of human LYPLA1. O75608. recombinant LYPLA1, FP-Rh probe fluorescence polarization. inhibition, % at 5.9 µM. 320,000 tested, 0.16% active;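 active = inhibition above the mean of all tested compounds plus 3 SD, set per campaign, cut at about 14% in these data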;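 note: inhibitors block serine hydrolase probe labeling of LYPLA1 so polarization falls; 0% = enzyme with DMSO and 100% = wells lacking LYPLA1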
Target sequence (O75608 whole entry, looked up): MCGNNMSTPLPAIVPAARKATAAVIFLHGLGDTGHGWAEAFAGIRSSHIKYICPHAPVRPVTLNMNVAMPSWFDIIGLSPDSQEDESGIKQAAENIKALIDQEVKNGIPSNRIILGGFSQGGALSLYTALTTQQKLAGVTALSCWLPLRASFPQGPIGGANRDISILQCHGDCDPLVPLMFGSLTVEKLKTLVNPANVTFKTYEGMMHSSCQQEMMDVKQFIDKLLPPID
PREPL inh = inhibits the human prolyl oligopeptidase-like enzyme; Q4J6C6; recombinant PREPL, fluorescence polarization activity-based probe; inhibition, % at 5.96 µM; 320,000 tested, 0.68% active; AID 2751; in the data active = inhibition above about 43%;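 note: 0% = enzyme with DMSO and 100% = wells lacking enzyme; many of its hits are not listed in these tables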
PAFAH2 FP inh = PAFAH2 (human) inhibition | Q99487 | recombinant PAFAH2, FP-rhodamine activity probe, fluorescence polarization | inhibition, % at 3.39 µM | 340,000 tested, 0.99% active | AID 492956;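 active = inhibition above the mean over all tested compounds plus 3 SD, cut at about 30% in these data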;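 note: inhibitors block probe labeling of enzyme so polarization drops; 0% = enzyme with DMSO and 100% = wells lacking PAFAH2 protein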
EBNA-1 inhibitor = blocks EBNA-1 binding to DNA; EBNA-1 DNA binding, fluorescence polarization; inhibition, % at 14.8 µM; 300,000 tested, 0.34% active; AID 1950; in the data active = inhibition above about 28%
ZTA counter = blocks Epstein-Barr virus ZTA, an EBNA-1 counter-screen. ZTA-DNA binding, fluorescence polarization. P03206. inhibition, % at 11 µM. 320,000 tested, 0.15% active. AID 2234; in the data active = inhibition above about 33%
PAFAH1B2 inh = PAFAH1B2 (human) inhibition; P68402; recombinant PAFAH1B2, FP-rhodamine activity probe, fluorescence polarization; inhibition, % at 3.39 µM; 340,000 tested, 1.2% active;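 active = inhibition above the mean of all tested compounds plus 3 SD, cut at about 24% in these data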;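 note: 0% = enzyme with DMSO and 100% = wells lacking PAFAH1B2; many of its hits are not listed in these tables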
Target sequence (P68402 whole entry, looked up): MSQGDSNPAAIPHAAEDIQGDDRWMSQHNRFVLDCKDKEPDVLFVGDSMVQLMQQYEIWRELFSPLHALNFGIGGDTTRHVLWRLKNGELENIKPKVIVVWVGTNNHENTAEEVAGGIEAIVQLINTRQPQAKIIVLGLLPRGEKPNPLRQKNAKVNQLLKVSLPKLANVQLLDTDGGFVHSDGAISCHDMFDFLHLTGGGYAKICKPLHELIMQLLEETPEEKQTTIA
PAFAH1B3 inh = PAFAH1B3 (human) inhibition; recombinant PAFAH1B3, FP-rhodamine probe, fluorescence polarization; inhibition, % at 3.39 µM; 340,000 tested, 0.28% active;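 active = inhibition above the screen-wide average of all tested compounds plus 3 SD, cut at about 25% in these data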;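 note: 0% = enzyme with DMSO only and 100% = wells lacking PAFAH1B3 protein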
pPAFAH inh = inhibitors of human plasma PAF acetylhydrolase (pPAFAH); 330,000 tested, 1.5% active; recombinant pPAFAH, FP-rhodamine probe fluorescence polarization; inhibition, % at 3.39 µM;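 active = inhibition above the mean inhibition across the screen plus 3 SD, cut at about 25% in these data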;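 note: inhibitors block binding of the rhodamine activity-based probe so polarization drops; 0% = enzyme with DMSO and 100% = wells lacking pPAFAH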
Target sequence (Q13093 whole entry, looked up): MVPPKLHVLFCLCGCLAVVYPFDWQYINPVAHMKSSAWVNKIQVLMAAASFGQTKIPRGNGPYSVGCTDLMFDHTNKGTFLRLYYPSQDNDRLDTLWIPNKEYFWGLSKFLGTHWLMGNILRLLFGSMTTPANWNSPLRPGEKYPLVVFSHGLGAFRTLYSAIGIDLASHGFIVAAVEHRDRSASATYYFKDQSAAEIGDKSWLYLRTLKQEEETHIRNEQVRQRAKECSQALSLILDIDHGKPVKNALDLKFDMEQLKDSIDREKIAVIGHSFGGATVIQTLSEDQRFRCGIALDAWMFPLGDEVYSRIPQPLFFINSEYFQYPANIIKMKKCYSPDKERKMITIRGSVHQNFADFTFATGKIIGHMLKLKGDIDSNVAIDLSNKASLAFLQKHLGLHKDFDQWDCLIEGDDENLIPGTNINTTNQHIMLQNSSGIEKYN
LYPLA2 counter = LYPLA2 (human) inhibition in PME1 counter-screen; recombinant LYPLA2, FP-Rh probe fluorescence polarization; O95372; AID 2177; 320,000 tested, 0.38% active; inhibition, % at 5.9 µM;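 active = inhibition above the screen-wide mean plus 3 SD, limit set per campaign, cut at about 26% in these data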;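 note: 0% = LYPLA2 with DMSO and 100% = wells lacking LYPLA2 enzyme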
* = called active by the depositor; . = not tested or not shown. Only part of the results is shown. The share of hits here may be higher or lower than overall.

The line under a structure holds: LYPLA1 inh, PREPL inh, PAFAH2 FP inh, EBNA-1 inhibitor, ZTA counter, PAFAH1B2 inh, PAFAH1B3 inh, pPAFAH inh, LYPLA2 counter
- Cc1[nH]c2ccccc2c1/C=N/Nc1ccccc1[N+](=O)[O-]
→ 3, 51*, 6, -8, -14, 6, 8, 23, 4
- O=C(Cc1ccc(NC2=NC3CS(=O)(=O)CC3S2)cc1)NCc1ccccc1Cl (stereo unspecified)
→ 1, 8, -8, -15, -11, -6, -3, 3, 6
- O=c1/c(=C\c2ccc(O)cc2)sc2nc(-c3ccccc3)c(-c3ccccc3)n12
→ -4, -3, -7, 6, -3, 1, -2, 5, -11
- COc1ccc(C(=O)OCC2CC(c3ccccc3)=NO2)cc1OC (stereo unspecified)
→ 3, -14, 68*, 13, -9, 3, -4, 4, 7
- Cn1c(CNC(=O)CNS(=O)(=O)c2ccc(F)cc2F)cc(=O)n(C)c1=O
→ 0, 2, -3, -6, -4, 2, 1, 0, 1
- Cc1[nH]c(=S)n(CC2CCCO2)c1C (stereo unspecified)
→ 0, -2, 10, 14, 19, 5, 3, 4, 6
- O=C1CCCc2c1nc(-c1ccco1)n2O
→ 1, 0, -2, 1, 3, -3, 3, 0, -2
- CCc1cc2c(=O)c(-c3ccc4c(c3)OCO4)coc2c(CN(C)C)c1O
→ 3, -7, -6, 1, 2, 2, 8, 17, -1
- O=c1c2ccccc2c(=O)n2n1Cc1ccccc1C2
→ 2, 12, -18, 2, -1, 6, 10, 1, -2
- CN1CCN(CC#CC(C)(O)C2CC3C=CC2C3)CC1 (stereo unspecified)
→ 2, -5, 3, 3, 11, 0, -2, 3, 4

Further structures follow.
The line under a structure holds: LYPLA1 inh, PREPL inh, PAFAH2 FP inh, EBNA-1 inhibitor, ZTA counter, PAFAH1B2 inh, PAFAH1B3 inh, pPAFAH inh, LYPLA2 counter
- CC(=O)Nc1ccc(NC(=O)Cn2ccc([N+](=O)[O-])n2)cc1
→ 0, 0, 2, 3, 1, 4, -1, 4, 3
- Cc1ccc(S(=O)(=O)NC(=O)Nc2ccc(F)cc2)cc1
→ 3, -1, -1, 8, 17, 8, -1, -1, -1
- COc1cccc(OCC(O)CN2CCc3ccccc3C2)c1 (stereo unspecified)
→ 0, 15, 2, 0, 7, 2, 0, -1, 5
- COc1ccc(C(CC(=O)N2CCCCC2)C(C)C)cc1 (stereo unspecified)
→ 0, 8, -5, -7, -4, 9, 0, -1, 0
- O=C(Cc1ccc(NC2=NC3CS(=O)(=O)CC3S2)cc1)NCc1ccccc1 (stereo unspecified)
→ 1, 2, -3, 0, 1, 2, -6, 2, -5
- COCCNC(=O)c1ccccc1NC(=O)c1ccccc1N(C)S(C)(=O)=O
→ 2, 14, -1, 5, -16, 3, 1, 0, -6
- COc1ccc2oc(C(=O)NNC(=O)c3ccc(F)cc3)c(C)c2c1
→ 2, -9, 8, -10, -2, 2, -5, 2, -2
- CCOc1ccc(S(=O)(=O)NCCC(=O)NCC2COc3ccccc3O2)cc1 (stereo unspecified)
→ -1, -4, 3, ., 15, 7, 1, 0, 0
- Cn1c(=O)oc2cc(S(=O)(=O)NCCN3CCc4ccccc4C3)ccc21
→ -3, 4, 2, 1, 9, 4, 7, 3, 1
- Cc1cc(C(=O)N(C)C)sc1-c1ccccc1
→ 0, 4, 3, 6, -18, 3, 0, 7, 11

Later entries:
The line under a structure holds: LYPLA1 inh, PREPL inh, PAFAH2 FP inh, EBNA-1 inhibitor, ZTA counter, PAFAH1B2 inh, PAFAH1B3 inh, pPAFAH inh, LYPLA2 counter
- C/C(=N\NC(=O)c1c(Cl)cnn1C)c1ccc(NC(=O)c2ccncc2)cc1
→ -3, -1, 0, -10, 5, -3, 4, -1, 0
- Brc1ccc(NCc2cccc3ccccc23)nc1
→ 1, 4, 0, 4, -7, 1, 4, 8, 5
- Cc1ocnc1C(=O)Nc1ccc(Cl)cc1
→ -1, 16, 2, -15, -11, 4, 4, -7, 5
- COc1cnc(-c2ccccc2)[nH]c1=O
→ 0, 9, -11, 5, 12, -3, -10, -1, 2
- O=[N+]([O-])c1ccccc1Nc1c2ccccc2nc2ccccc12
→ -3, -3, -3, -4, 12, 4, 10, 1, -3
- Cc1ccccc1CNC(=O)C1CCC(=O)N(Cc2cccc(F)c2)C1 (stereo unspecified)
→ -3, 6, -3, -8, -4, 0, 8, 5, -8
- C=CCOCCn1[nH]c2ccccc2c1=O
→ -1, 13, 3, 4, -3, 5, -5, 1, -3
- Cc1c(NC(=O)C(C)Oc2cccc(Cl)c2)c(=O)n(-c2ccccc2)n1C (stereo unspecified)
→ -2, -1, 3, -8, 2, 2, 5, 2, -2
- CC(=O)Nc1ccc(NC(=O)CSc2nc3c([nH]c4ccccc43)c(=O)n2-c2ccccc2F)cc1
→ -20, 4, -21, 7, -2, -1, 4, 5, -32
- CC(=O)c1ccc(NC(=O)CSc2nc(=O)n(CCN3CCOCC3)c3c2CCC3)cc1
→ -1, 5, 7, -7, -8, 2, 13, -4, 4

PAFAH2 FP inh, hit marks shown above
molecule,PREPL inh,PAFAH2 FP inh,EBNA-1 inhibitor,PAFAH1B2 inh,PAFAH1B3 inh,pPAFAH inh
COc1ccc(C(=O)OCC2CC(c3ccccc3)=NO2)cc1OC (stereo unspecified),-14,68*,13,3,-4,4

(next part)
The line under a structure holds: LYPLA1 inh, PREPL inh, PAFAH2 FP inh, EBNA-1 inhibitor, ZTA counter, PAFAH1B2 inh, PAFAH1B3 inh, pPAFAH inh, LYPLA2 counter
- O=P(COCCOCCOCCOCP(=O)(c1ccccc1)c1ccccc1)(c1ccccc1)c1ccccc1
→ -3, 6, 3, -6, -13, 4, 4, 2, -4
- COc1ccc(C(=O)CN2C(=O)COc3ccccc32)cc1
→ 3, 26, -1, -2, 1, 0, -1, 0, 3
- COc1ccccc1C(=O)C1CCCN(C(=O)c2cn3cc(Cl)ccc3n2)C1 (stereo unspecified)
→ -1, 2, 2, -3, -7, -1, 6, 0, -4
- Cc1cc(C)nc(N2CCCC(C(=O)NCc3ccc4c(c3)OCO4)C2)n1 (stereo unspecified)
→ -4, 13, -2, 0, 14, 3, 2, -3, -4
- Cc1nnc(NC(=O)CN2CCN(Cc3ccc(F)cc3Cl)CC2)s1
→ -1, 13, 0, -6, 9, 6, 3, 1, -3
- COC(=O)C(C)NC(=O)c1ccc(C(C)(C)C)cc1 (stereo unspecified)
→ 2, 1, -1, 7, -13, 3, 4, 2, 5
- S=C(NCCNC(=S)Nc1ccccc1Cl)Nc1ccccc1Cl
→ -2, 7, 4, 0, 7, 3, 9, 7, -5
- CCN(CC)c1nc(N2CCN(C)CC2)nc2ccccc12
→ 2, 17, 3, 2, 7, 3, 4, 8, 5
- COc1ccc(C(=O)NCCNc2ncc(C(F)(F)F)cc2Cl)cc1[N+](=O)[O-]
→ -7, 8, -7, 7, 21, 7, 8, 5, 2
- COc1ccc(CN2[C@@H](CC(=O)O)c3ccc(C(F)(F)F)cc3S2(=O)=O)cc1
→ 2, 10, ., 11, -1, ., ., -2, 8

Next part
The line under a structure holds: LYPLA1 inh, PREPL inh, PAFAH2 FP inh, EBNA-1 inhibitor, ZTA counter, PAFAH1B2 inh, PAFAH1B3 inh, pPAFAH inh, LYPLA2 counter
- O=C(Nc1cc(Cl)ccc1-n1cncn1)c1cc(S(=O)(=O)N2CCOCC2)ccc1F
→ 0, 15, -2, 4, 14, 3, 14, 1, 2
- CC(=O)Nc1ccc(NC(=O)CSc2nnc(-c3cccnc3)o2)cc1
→ 1, -7, -7, -11, -10, 2, 2, -6, 7
- C=CCn1c(CNC(=O)CCC)nc2ccccc21
→ 3, 13, 5, -4, -25, 12, 8, -1, 6
- O=C(COc1ccc(Cl)cc1Cl)NN1C(=O)C2C3C=CC([C@@H]2C1=O)C31CC1 (stereo partly specified)
→ -7, 8, -4, -2, 8, 0, 7, 5, -10
- COC(=O)c1ccccc1NS(=O)(=O)c1cn(C)c(=O)n(C)c1=O
→ -2, -4, 3, 3, 13, 4, 8, 6, -5
- CCN1CCN(S(=O)(=O)c2cc(C(=O)O)ccc2Cl)CC1
→ -1, -14, 5, 0, -5, 2, -4, 2, -2
- Cc1ccc(C2=NN(CCC(=O)NCCCN3CCOCC3)C(=O)CC2)cc1
→ -1, 6, -5, -5, -3, -1, 4, 7, -1
- CC1(C)Cc2c(sc(NC(=O)/C=C/C(=O)O)c2C#N)CO1
→ 2, 8, -8, 5, -5, 1, -3, 4, -2
- CCOc1ccc(C2CC(=O)NC3=C2C(=O)CCC3)cc1Cl (stereo unspecified)
→ 0, -7, -2, -6, 15, 6, -5, 0, 4
- Cc1ccc(N2CC(C(=O)Nc3ccc(S(=O)(=O)Nc4ncccn4)cc3)CC2=O)cc1C (stereo unspecified)
→ -1, -7, -10, -3, -7, 1, 0, 9, -1

Rewritten as tab-separated lines: entries from further up.
molecule	LYPLA1 inh	PREPL inh	PAFAH2 FP inh	EBNA-1 inhibitor	ZTA counter	PAFAH1B2 inh	PAFAH1B3 inh	pPAFAH inh	LYPLA2 counter
CCN1CCN(S(=O)(=O)c2cc(C(=O)O)ccc2Cl)CC1	-1	-14	5	0	-5	2	-4	2	-2
O=C(COc1ccc(Cl)cc1Cl)NN1C(=O)C2C3C=CC([C@@H]2C1=O)C31CC1 (stereo partly specified)	-7	8	-4	-2	8	0	7	5	-10

An excerpt of these results, with tabs.
SMILES	LYPLA1 inh	PREPL inh	PAFAH2 FP inh	EBNA-1 inhibitor	ZTA counter	PAFAH1B2 inh	PAFAH1B3 inh	pPAFAH inh	LYPLA2 counter
O=C(Nc1cc(Cl)ccc1-n1cncn1)c1cc(S(=O)(=O)N2CCOCC2)ccc1F	0	15	-2	4	14	3	14	1	2
CC(=O)Nc1ccc(NC(=O)CSc2nnc(-c3cccnc3)o2)cc1	1	-7	-7	-11	-10	2	2	-6	7

(cont.)
The line under a structure holds: LYPLA1 inh, PREPL inh, PAFAH2 FP inh, EBNA-1 inhibitor, ZTA counter, PAFAH1B2 inh, PAFAH1B3 inh, pPAFAH inh, LYPLA2 counter
- NC(=O)C1CCN(c2ccc(S(=O)(=O)N3CCC(Cc4ccccc4)CC3)cn2)CC1
→ 2, -7, 0, 1, -1, -1, 2, 12, 6
- O=C(NCCOc1ccc(Cl)cc1)C1CC(=O)N(c2ccc3c(c2)OCCO3)C1 (stereo unspecified)
→ 0, 27, 2, ., -6, 3, 7, 2, 5
- COc1ccccc1Oc1nc2c(c(=O)n(Cc3ccccc3F)c(=O)n2C)n1C
→ -2, -7, 0, -1, 2, 2, -3, 3, 2
- COCCCN(Cc1cccs1)S(=O)(=O)c1csc(C(N)=O)c1
→ 5, -4, 2, -4, 12, 5, -1, 2, -4
- CC(=O)N1CCN(C(=O)c2ccc(C(=O)c3ccccc3)cc2)CC1
→ 4, 1, 1, 2, -1, 3, -1, 1, 4
